Vif imaging = inhibitors of HIV Vif; HEK293T cells, Vif self-association by quenched fluorescence, imaging, 24 h; inhibition, % at 7.49 µM; 340,000 compounds, 0.35% hits; AID 602346; in the data active = inhibition above about 50%, passing the limit was not always enough; note: some results filed as inactive read as strong as hits
ABCB6 inh 2 = blocks the human ABCB6 transporter; Q9NP58; K562-ABCB6 porphyrin accumulation, flow cytometry, 1 h; active compounds read low; fluorescence ratio to DMSO, % at 10 µM; 360,000 compounds, 0.19% hits;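 active = fluorescence ratio to DMSO below 75%, the collection mean minus 3 SD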;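 note: signal is porphyrin accumulated inside mitochondria; 100% equals median channel fluorescence of DMSO control wells; lower ratio means ABCB6 inhibition with less porphyrin fluorescence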
MC4R antag cAMP = human MC4R antagonism in cAMP assay | MC4R-expressing cells, MTII-stimulated cAMP, LANCE TR-FRET | inhibition, % at 6.5 µM | 360,000 compounds, 0.48% hits | AID 540295;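 active = inhibition above its plate's cutoff, the mean of tested wells on that plate plus 3 SD, cut at about 29% in these data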;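 note: 0% = Melanotan II alone and 100% = Melanotan II plus saturating MCL0020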
Target sequence (P32245 whole entry, looked up): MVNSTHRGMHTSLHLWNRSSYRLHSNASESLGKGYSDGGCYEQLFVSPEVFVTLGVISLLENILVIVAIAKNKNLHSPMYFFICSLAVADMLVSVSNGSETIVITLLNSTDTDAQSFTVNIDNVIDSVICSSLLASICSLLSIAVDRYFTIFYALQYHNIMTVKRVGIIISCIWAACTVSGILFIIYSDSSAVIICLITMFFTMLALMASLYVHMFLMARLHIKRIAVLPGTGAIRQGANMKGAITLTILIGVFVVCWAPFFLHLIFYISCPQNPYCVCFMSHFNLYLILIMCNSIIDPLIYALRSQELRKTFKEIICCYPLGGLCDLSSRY
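Assay system: U2OS-MC4R stable cell line; Also added: Melanotan II; Technique: Eu-cAMP/anti-cAMP TR-FRET, emission 671 nm; Times: 30-min compound, 1-h challenge, 1-h detection, room temperature.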
CaV13 ICDI inh = Disruptors of the CACNA1D IQ motif to Ca2+-dependent inactivation inhibitor domain association, primary screening, Förster resonance energy transfer in intact living …. HEK cells, CFP/YFP FRET ICDI-IQ, plate reader, 10 min; percent FRET-ratio fall versus neutral wells. inhibition, % at 12.3 µM. 340,000 compounds, 0.098% hits;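 active = mean replicate inhibition of at least 30% and at least 1% of replicates passing that level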;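 note: 0% = median of the neutral control wells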
Glyco luc inh = blocks N-linked glycosylation in D54 reporter cells. 360,000 compounds, 0.23% hits. reporter increase, % at 12.5 µM. AID 588692. D54 ERlucT glycosylation luciferase reporter, 24 h; percent of 100 nM tunicamycin response;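 active = mean luciferase reporter signal, scaled so untreated is 0 and the glycosylation-blocking control 100, at or above a set limit in every replicate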;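 note: luciferase carries N-glycosylation sites so blocking glycosylation raises the light; 0% = median of neutral control wells and 100% = median of 100 nM tunicamycin wells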
Cardio protect = protects H9c2 cardiomyocytes from peroxide injury | H2O2 injury protection, ATPLite, 2 h | protection from H2O2 cell death, % at 20 µM | 360,000 compounds, 0.63% hits | AID 588492;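 active = compounds giving at least 50% protection of heart cells from peroxide-induced death in the single-dose screen, raw or plate-pattern-corrected value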;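 note: 0% = DMSO wells with peroxide and 100% = DMSO wells without peroxide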
MC4R barr agon = human MC4R agonism via beta-arrestin. P32245. U2OS MC4R beta-arrestin complementation, luminescence; percent of melanotan II response, DMSO zero. activation, % at 8.9 µM. 360,000 compounds, 0.98% hits;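 active = activation above a per-plate cutoff, the mean activation of sample wells on that plate plus 3 SD, cut at about 8% in these data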
aDG glyco up = alpha-DG glycosylation activation. Pro5-aDG cells, alpha-DG glycosylation AlphaScreen (IIH6); 0% Pro5, 100% B10-LARGE cell signal. activation, % at 10 µM. 360,000 compounds, 0.22% hits;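 active = activation of at least 8% versus controls, or a plate z-score of at least 8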;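 note: Pro5 are CHO cells carrying HIG-tagged alpha-DG that lacks glycosylation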
PDI turbidity = inhibitors of human protein disulfide isomerase. PDI insulin aggregation turbidity, A650, 90 min. inhibition, % at 10 µM. 350,000 compounds, 0.052% hits. AID 588391;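 active = mean inhibition across replicates of 30% or more, whatever share of single replicates reach that level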;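 note: absorbance from insulin aggregation driven by PDI reduction with DTT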
Target sequence (P07237 whole entry, looked up): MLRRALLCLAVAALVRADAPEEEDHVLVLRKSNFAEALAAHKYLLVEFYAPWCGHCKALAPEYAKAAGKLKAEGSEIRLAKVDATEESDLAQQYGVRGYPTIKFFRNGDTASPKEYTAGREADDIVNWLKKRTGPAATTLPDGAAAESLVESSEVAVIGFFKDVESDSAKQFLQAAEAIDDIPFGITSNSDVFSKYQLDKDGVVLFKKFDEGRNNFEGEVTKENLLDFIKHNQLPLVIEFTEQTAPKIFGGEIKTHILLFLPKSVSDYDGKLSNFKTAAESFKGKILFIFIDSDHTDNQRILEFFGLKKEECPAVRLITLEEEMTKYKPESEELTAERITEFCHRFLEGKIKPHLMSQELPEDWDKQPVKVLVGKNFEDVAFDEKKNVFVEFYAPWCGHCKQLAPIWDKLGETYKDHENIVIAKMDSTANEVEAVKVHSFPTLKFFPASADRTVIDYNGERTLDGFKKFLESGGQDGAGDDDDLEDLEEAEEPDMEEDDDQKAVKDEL
m5-HT2A agonist = activates the mouse 5-HT2A serotonin receptor. CHO-K1 mHTR2A beta-arrestin complementation, luminescence; percent of 30 µM serotonin response. activation, % at 7.6 µM. 360,000 compounds, 0.66% hits;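 active = activation above a run cutoff, the mean activation of all tested compounds plus 3 SD, cut at about 14% in these data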;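 note: 0% = plate median of compound wells and 100% = 30 µM serotonin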
Active calls of the source: *; . = no result given.

Results follow in this order: Vif imaging	ABCB6 inh 2	MC4R antag cAMP	CaV13 ICDI inh	Glyco luc inh	Cardio protect	MC4R barr agon	aDG glyco up	PDI turbidity	m5-HT2A agonist
1: CC1(C)CC(NC(=O)c2ccncc2)CC(C)(C)N1O
    -11.6	95.0	2.3	0.3	1.5	11.5	-0.7	0.0	6.3	-2.9
2: Cc1ccc(C)c(NC(=O)C(=O)NCC2CCCN2S(=O)(=O)c2cccs2)c1 (stereo not drawn)
    -12.6	93.0	4.8	-17.0	-1.8	-1.2	-4.3	-0.2	4.2	11.3
3: CCc1cc(C(=O)c2ccc(OC)cc2)c(NC(=O)CN2CCCCC2)s1
    3.7	100.0	5.1	-13.2	-3.8	-3.1	-1.4	-0.1	-4.9	-5.6
4: CC(=O)c1c(C)[nH]c(C(=O)NCCC2=CCCCC2)c1C
    -9.7	100.0	6.5	-4.5	-3.9	-12.9	-2.4	0.2	2.4	-2.9
5: COCCNC(=S)NN=C1CCC(c2ccccc2)CC1 (stereo not drawn)
    11.0	101.0	11.0	-0.1	-0.5	-2.6	-1.1	6.0	5.9	-5.7
6: CCc1sc(C(=O)NCc2ccccc2)cc1C
    -1.5	94.0	8.3	-2.6	-1.7	-5.7	0.0	0.1	-2.8	-3.9
7: OCCNCCOc1ccc(Cl)c(Cl)c1
    3.4	99.0	0.3	-5.2	4.6	14.9	-2.5	0.0	5.2	-2.4
8: O=C(Cc1ccccc1[N+](=O)[O-])c1ccc2c(c1)OCO2
    -2.6	93.0	-13.4	-9.0	1.4	-2.8	-0.7	0.0	2.4	0.8
9: CCOc1ccc(N2CC(C(=O)Nc3cccc(S(=O)(=O)NC4=NCCC4)c3)CC2=O)cc1 (stereo not drawn)
    -3.0	92.0	2.1	-16.8	3.2	1.1	-0.7	-0.1	3.7	-4.1
10: CC(=O)Nc1ccc(S(=O)(=O)NCCC(=O)NCCc2ccc(F)cc2)cc1
    .	101.0	0.6	-2.7	2.1	10.4	-0.2	0.2	1.7	-3.7
11: Cc1cccc(-n2c(SCC(=O)NCc3ccco3)nnc2-c2ccco2)c1
    2.2	93.0	0.5	-4.8	-2.7	-0.9	1.2	0.0	-0.4	12.9
12: COc1ccc(-n2c(SCC(=O)Nc3cccc4ccccc34)nc(O)cc2=O)cc1
    -1.4	104.0	-2.8	-4.7	-0.6	-1.5	-1.0	0.5	11.5	1.5
13: CC(C)Cn1c(CN2C(=O)c3ccccc3C2=O)nc2ccccc2c1=O
    14.2	101.0	-1.2	0.2	-1.5	-2.0	1.3	0.0	-6.3	3.2
14: Cn1c(CNC(=O)c2ccc(Cl)cc2)nnc1SCC(=O)N1CCOCC1
    6.3	93.0	-0.8	-6.1	1.3	-2.3	-3.3	-0.2	6.4	7.1
15: CCCCSc1nnc(-c2ccc(C)cc2)n1C
    9.8	97.0	0.8	-4.2	2.6	-28.4	-1.0	0.3	-1.8	0.1
16: CC(NC(=O)c1cccs1)c1ccc(Br)cc1 (stereo not drawn)
    7.1	103.0	6.4	-18.4	-2.0	0.4	0.0	0.0	0.8	0.2
17: CNC(=O)CSCCn1c(SCC(=O)NC)nc2ccccc2c1=O
    1.1	104.0	14.7	-4.0	0.6	6.4	-0.5	-0.2	1.7	-0.3
18: COc1ccc(C(=O)NCCSc2ccccc2)cc1
    4.0	98.0	28.0	-4.4	-17.3	3.8	-1.1	0.0	-0.8	-3.9
19: CC1(C)CC(=O)N(c2ccc(C#N)cc2)C(=O)C1
    -2.0	97.0	3.3	-9.6	0.2	3.8	-0.5	-0.1	-3.6	1.2
20: CCSc1nc2ccccc2n1CC(=O)N1CCOCC1
    2.1	105.0	0.9	-4.4	0.7	4.9	0.9	-0.6	8.0	-3.1

Among those listed so far, four contain four or more nitrogen atoms.
Results follow in this order: Vif imaging	ABCB6 inh 2	MC4R antag cAMP	CaV13 ICDI inh	Glyco luc inh	Cardio protect	MC4R barr agon	aDG glyco up	PDI turbidity	m5-HT2A agonist
9: CCOc1ccc(N2CC(C(=O)Nc3cccc(S(=O)(=O)NC4=NCCC4)c3)CC2=O)cc1 (stereo not drawn)
    -3.0	92.0	2.1	-16.8	3.2	1.1	-0.7	-0.1	3.7	-4.1
11: Cc1cccc(-n2c(SCC(=O)NCc3ccco3)nnc2-c2ccco2)c1
    2.2	93.0	0.5	-4.8	-2.7	-0.9	1.2	0.0	-0.4	12.9
14: Cn1c(CNC(=O)c2ccc(Cl)cc2)nnc1SCC(=O)N1CCOCC1
    6.3	93.0	-0.8	-6.1	1.3	-2.3	-3.3	-0.2	6.4	7.1
17: CNC(=O)CSCCn1c(SCC(=O)NC)nc2ccccc2c1=O
    1.1	104.0	14.7	-4.0	0.6	6.4	-0.5	-0.2	1.7	-0.3

The main list resumes, repeating the three entries before the break.
Results follow in this order: Vif imaging	ABCB6 inh 2	MC4R antag cAMP	CaV13 ICDI inh	Glyco luc inh	Cardio protect	MC4R barr agon	aDG glyco up	PDI turbidity	m5-HT2A agonist
18: COc1ccc(C(=O)NCCSc2ccccc2)cc1
    4.0	98.0	28.0	-4.4	-17.3	3.8	-1.1	0.0	-0.8	-3.9
19: CC1(C)CC(=O)N(c2ccc(C#N)cc2)C(=O)C1
    -2.0	97.0	3.3	-9.6	0.2	3.8	-0.5	-0.1	-3.6	1.2
20: CCSc1nc2ccccc2n1CC(=O)N1CCOCC1
    2.1	105.0	0.9	-4.4	0.7	4.9	0.9	-0.6	8.0	-3.1
21: CC1CCCC(C)N1S(=O)(=O)c1ccc(Cl)cc1 (stereo not drawn)
    -4.5	92.0	14.5	-20.9	0.0	5.1	2.2	0.1	-5.2	-2.9
22: COc1cccc(/C=N/NC(=O)Cn2cnc3c2c(=O)n(C)c(=O)n3C)c1OC
    0.5	94.0	-7.5	-4.6	0.9	5.8	-0.6	0.0	11.5	0.4
23: Cc1c(Cl)cccc1NC(=O)CCC(=O)NNC(=O)CCC(=O)O
    -7.5	105.0	3.2	-5.6	1.2	-7.7	-2.8	-0.3	16.8	0.3
24: C[C@@H]1CN([C@H](C)CO)C(=O)c2cc(Br)cnc2O[C@@H]1CN(C)Cc1ccc(F)cc1
    -2.7	90.0	3.8	-6.5	-0.3	13.5	1.9	0.4	-6.6	-4.7
25: C/C(N)=C(/C#N)C(=O)CSc1nn(-c2ccc(Cl)cc2)c(=S)s1
    -5.5	99.0	2.4	-2.0	-4.6	-18.3	-3.2	0.4	0.1	-3.5
26: O=c1c2ccccc2nc(/C=C/c2ccccc2)n1CCCO
    .	88.0	4.1	-1.6	-0.1	3.4	0.5	0.0	-2.9	-0.4
27: COc1ccc(C2=NS(=O)(=O)N(C)C(C(=O)NCc3ccccc3)=C2)cc1OC
    .	99.0	0.8	-3.3	2.2	-2.1	-1.3	-0.1	.	3.0
28: CCC[n+]1cn(/C(C(=S)Nc2cccc(Cl)c2C)=C(/[O-])c2ccc(OC)c(OC)c2)c2ccccc21
    -1.3	109.0	5.3	-4.2	0.0	9.1	-2.3	-0.4	-9.8	-0.4
29: CCCn1ncc(CN2CCC(Oc3ccc(C(=O)N4CCCC4)cc3)CC2)c1C
    5.0	106.0	0.6	-2.2	-2.9	5.8	-1.2	0.0	-3.8	-7.0
30: Cc1c(/C(O)=C2/C(=O)C(=O)N(CCN(C)C)C2c2ccc(C(C)C)cc2)cnn1-c1ccccc1 (stereo not drawn)
    0.2	92.0	-0.4	7.9	3.4	0.0	-0.5	0.1	-6.5	0.7
31: O=C(CCc1c[nH]c2ccccc12)NCC1COc2ccccc2O1 (stereo not drawn)
    -1.7	92.0	13.9	0.4	3.8	12.4	10.6*	0.3	4.3	-4.0
32: Cc1ccnc(NC(=O)CNC(=O)c2cccs2)c1
    -15.6	102.0	-6.8	-6.0	2.9	2.9	-2.5	0.1	0.8	1.0
33: O=C(CC1(O)C(=O)Nc2ccccc21)c1ccc(-n2cnnn2)cc1 (stereo not drawn)
    -2.5	97.0	-3.9	-8.3	1.7	5.8	0.2	0.1	-4.4	4.3
34: CCCc1nc2ccccc2c(=O)n1-c1ccc(C(=O)OCC)cc1
    -6.0	90.0	21.1	-1.3	2.3	4.2	-0.8	-0.1	1.5	-0.3
35: O=C(CCS(=O)(=O)c1ccccc1)NCCS(=O)(=O)c1ccccc1
    3.3	102.0	1.5	-0.7	3.4	-2.3	1.0	0.5	11.8	-0.1
36: COc1ccc(CN/C(C)=C(/C#N)C(N)=O)cc1OC
    0.2	98.0	-1.9	-5.3	-0.9	-3.0	-0.4	-0.3	-3.3	9.8
37: c1ccc(COc2ncnc3c2ncn3CCCN2CCN(c3ncccn3)CC2)cc1
    -1.2	104.0	4.7	-6.6	0.0	-5.0	2.2	0.4	11.0	3.4
38: Cc1cccc(C2c3c(n(C)c(=O)n(C)c3=O)N=C3c4ccccc4C(=O)C32)c1 (stereo not drawn)
    -8.6	95.0	-5.9	-15.7	4.3	35.0	-0.9	0.0	-2.0	-3.2
39: CCN(CC)C(=O)CSc1nc2cc(OC)c(OC)cc2c(=O)n1Cc1ccc(Cl)cc1
    -0.2	99.0	13.4	-4.7	-2.9	16.6	-1.5	-0.1	-0.7	-1.4
40: Cc1ccccc1C(C(=O)NCc1ccccc1)N(Cc1ccco1)C(=O)c1ccccn1 (stereo not drawn)
    0.3	96.0	7.0	-5.8	0.0	50.6*	-1.0	-0.4	27.6	3.4

Going on with the list.
Results follow in this order: Vif imaging	ABCB6 inh 2	MC4R antag cAMP	CaV13 ICDI inh	Glyco luc inh	Cardio protect	MC4R barr agon	aDG glyco up	PDI turbidity	m5-HT2A agonist
41: COc1ccc(C(=O)Nc2nnc(SCC(=O)NCc3ccco3)s2)c(OC)c1
    2.5	97.0	5.9	.	-21.1	-12.4	-3.8	0.1	1.6	-6.8
42: COCCn1c(SCc2nc3ccccc3c(=O)[nH]2)nnc1-c1ccncc1
    5.9	98.0	1.3	-9.1	-1.6	21.8	0.6	-0.2	2.5	-0.9
43: O=C(c1ccc([N+](=O)[O-])cc1)N1CCc2ccccc21
    -17.1	102.0	3.6	-3.8	-0.7	-0.1	-5.4	0.1	-3.4	-11.3
44: CC(=O)C(=Nc1ccc(Cl)cc1Cl)NNc1cccc(Cl)c1
    -5.1	101.0	5.7	.	-3.2	-20.5	1.2	0.0	4.4	2.3

Screens (PubChem)
